# Screens: PubChem, National Center for Advancing Translational Sciences (NCATS)
# Apoferritin bind: candidate novel general anesthetic via apoferritin binding. hit rate 0.074% among 350,000. apoferritin/1-aminoanthracene competitive binding, fluorescence. P02791. Potency, µM (highest dose often 77.5 µM), for inactives: at the top dose activity change, negative = displacement, most hits filed as inhibitors. AID 485281; note: potency is the fitted concentration of half-maximal effect; % is set by controls: 0 for no effect and ±100 for the full control effect; nearly all actives have a fitted effect of over 20% in size
# Target sequence (P02791 2-175 limits assumed): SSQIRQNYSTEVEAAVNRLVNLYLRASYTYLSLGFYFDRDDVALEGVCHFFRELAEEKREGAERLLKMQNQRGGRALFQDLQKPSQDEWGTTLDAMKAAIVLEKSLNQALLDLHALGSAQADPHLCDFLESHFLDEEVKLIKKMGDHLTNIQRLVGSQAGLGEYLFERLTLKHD
#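 Apoferritin-based anesthetic binding model; compound displacement of fluorescent 1-AMA measured as endpoint fluorescence after 10 minutes at room temperature, scaled to free-ligand and complex controls.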
# POLI inh: DNA polymerase iota (human) inhibition; Q9UNA4; hit rate 1% among 390,000; Pol iota fluorescent replication assay, 10 min; Potency, µM (titrated, usually from 115 µM), for inactives: top-dose activity, negative = inhibition, usual class: inhibitors; note: potency is the fitted concentration of half-maximal effect
#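 Fluorescent replication assay read twice, at 0 min and 10 min after adding 50 nM (final) substrate. Enzyme (10 nM) and compounds were first incubated 15 min at room temperature; enzyme-free buffer wells were negative controls.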
# Pol beta inh: inhibitors of human DNA polymerase beta; P06746; Pol beta primer extension/strand displacement, fluorescence kinetic; Potency, µM (highest dose often 114 µM), inactives show at the top dose activity change, negative = inhibition, actives largely listed as inhibitors; hit rate 1.3% among 340,000; note: potency is the fitted concentration of half-maximal effect; % is set by controls: 0 for no effect and ±100 for the full control effect
#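 Human Pol beta at 10 nM; strand-displacement substrate 50 nM final. Compound exposure 15 min at room temperature before start, reaction 10 min at room temperature.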
# APEX1 inh: APE1 (human) endonuclease inhibition; hit rate 0.35% among 350,000; Potency, µM (top dose mostly 65.8 µM), inactives show at the top dose activity change, negative = inhibition, hits mostly inhibitors; recombinant APE1, TAMRA/BHQ-2 abasic DNA cleavage fluorescence; P27695; AID 2517;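 note: potency is the fitted concentration of half-maximal effect; plate controls were vehicle for no effect and reference inhibitor for full effect; nearly all actives have a fitted effect of over 55% in size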
#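 Compound pre-exposure to 0.75 nM APE1, 15 min at ambient temperature. Reaction initiated with 50 nM TAMRA/BHQ-2 THF substrate, read immediately in kinetic mode, 525 nm excitation, 598 nm emission.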
# Glioma ERSR ind: inducers of ER stress response in human glioma cells; U87-MG GRP78 promoter luciferase reporter, 16 h; Potency, µM, for the others: at the highest dose activation, actives largely listed as activators; hit rate 0.02% among 420,000; note: potency is the fitted concentration of half-maximal effect; series mostly up to about 76 µM; % of control where 0% means no effect; nearly all actives have a fitted effect of over 35% in size
#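 Stably transfected U87-MG human glioma cells carrying a GRP78-based luminescent sensor were seeded at 1000 cells/well, pin-dosed with compounds and incubated 16 h. Luciferase reagent was then added, and end-point luminescence was read after 10 min at room temperature.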
# LDHA inh: LDHA (human) enzyme inhibition; P00338; purified LDHA, NADH/diaphorase-resazurin fluorescence; active compounds read low; activity change, % (values are at about 110 or 230 µM); hit rate 0.15% among 480,000; in the data active = activity change below about -30%; inconclusive = mostly about -25% to -30%;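 note: plate controls were DMSO wells for no effect and wells without enzyme for full effect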
#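 Resorufin fluorescence (ex540/em590), read at 0 and 20 min after diaphorase/resazurin addition, reports the NADH left after a 5 min room-temperature reaction of 2 nM human LDH5 with 0.06 mM NADH and 0.2 mM pyruvate.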
# POLH inh: inhibitors of human DNA polymerase eta | Q9Y253 | Potency, µM (series often up to 114 µM), inactives show top-dose activity change, negative = inhibition, hits mostly inhibitors | recombinant Pol eta, fluorescent DNA replication assay | hit rate 1.2% among 390,000; note: potency is the fitted concentration of half-maximal effect; % is set by controls: 0 for no effect and ±100 for the full control effect
#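 Pol eta (10 nM) was preincubated with compounds for 15 min at room temperature, after which fluorescent replication substrate (50 nM final) was added to start the reaction. Fluorescence was read kinetically at 0 and 10 min.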
# POLK inh: blocks human DNA polymerase kappa activity; purified Pol kappa, fluorescent DNA synthesis assay, 10 min; Potency, µM (highest dose often 107 µM), for the others: at the top dose activity, negative = inhibition, most hits filed as inhibitors; hit rate 0.53% among 400,000; note: potency is the fitted concentration of half-maximal effect; % is set by controls: 0 for no effect and ±100 for the full control effect
# Target sequence (Q9UBT6 whole entry, looked up): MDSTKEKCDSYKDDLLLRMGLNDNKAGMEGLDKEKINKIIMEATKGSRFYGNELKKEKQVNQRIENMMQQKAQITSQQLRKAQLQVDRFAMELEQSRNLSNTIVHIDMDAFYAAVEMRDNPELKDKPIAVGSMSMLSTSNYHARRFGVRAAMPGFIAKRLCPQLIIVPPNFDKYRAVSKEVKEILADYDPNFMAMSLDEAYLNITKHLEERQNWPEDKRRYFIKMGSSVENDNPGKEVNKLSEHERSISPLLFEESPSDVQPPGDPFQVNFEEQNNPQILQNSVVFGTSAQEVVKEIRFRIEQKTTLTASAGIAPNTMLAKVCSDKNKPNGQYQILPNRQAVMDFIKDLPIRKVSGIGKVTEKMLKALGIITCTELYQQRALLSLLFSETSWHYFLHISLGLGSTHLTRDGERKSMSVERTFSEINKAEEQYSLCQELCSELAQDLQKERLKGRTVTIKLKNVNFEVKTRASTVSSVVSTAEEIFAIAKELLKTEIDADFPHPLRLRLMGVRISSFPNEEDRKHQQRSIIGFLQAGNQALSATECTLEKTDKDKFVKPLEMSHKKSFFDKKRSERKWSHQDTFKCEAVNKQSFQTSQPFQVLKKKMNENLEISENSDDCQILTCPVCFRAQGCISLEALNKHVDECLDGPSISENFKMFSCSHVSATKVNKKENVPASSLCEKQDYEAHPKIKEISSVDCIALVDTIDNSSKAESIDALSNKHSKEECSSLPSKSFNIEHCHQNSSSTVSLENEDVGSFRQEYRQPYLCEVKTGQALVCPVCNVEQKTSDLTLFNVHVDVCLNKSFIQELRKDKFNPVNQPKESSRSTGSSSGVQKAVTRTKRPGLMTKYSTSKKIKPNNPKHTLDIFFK
#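 Kinetic fluorescence readout at 0 and 10 min followed reaction start with substrate at 50 nM final. Beforehand, enzyme (10 nM Pol kappa) stood 15 min with compound at room temperature; buffer-only wells were negative controls.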
# BLM helicase inh: blocks DNA unwinding by human BLM helicase | P54132 | recombinant BLM DNA unwinding, fluorescence dequenching | Potency, µM (series often up to 56.1 µM), inactives show at the top dose activity change, negative = inhibition, usual class: inhibitors | hit rate 0.2% among 350,000;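 note: potency is the fitted concentration of half-maximal effect; plate controls were vehicle for no effect and no enzyme for full effect; nearly all actives have a fitted effect of over 35% in size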
# * hit, by the source's call; u = inconclusive; x = not tested or not shown; & = joins results of further samples; [ ] = remark or other dose. Unless noted, calls come from the whole dose curve; as a rule, active = well fitted curve in the direction sought with a large enough effect; inconclusive = small, poorly fitted or top-dose-only effect, or another doubt; inactive = no such curve, though single readings can be large; an effect the other way counts as inactive or inconclusive.
SMILES,Apoferritin bind,POLI inh,Pol beta inh,APEX1 inh,Glioma ERSR ind,LDHA inh,POLH inh,POLK inh,BLM helicase inh
O=C(/C=C/c1ccco1)N1CCN(S(=O)(=O)c2cccs2)CC1,-12%,40µM*,50µM*,u,-1%,-5,u,-13%,-14%
Cc1ccc(CNc2ccc(-c3nc(C(C)C)no3)cc2[N+](=O)[O-])cc1,-4%,60%[activator],-3%,x,0%,-1,-18%,-18%,-3%
Cc1ccc(N2CCN(C(=O)c3nn(C)c4c3CS(=O)(=O)c3ccccc3-4)CC2C)cc1 (stereo unspecified),-22%&-10%,40%&36%[activator],-18%&13%,6%,-3%&-2%,-2&-2,u,-14%&0%,-3%&2%
CN1C(C)(C)CC(NC(=O)CCC(=O)NC2CC(C)(C)N(C)C(C)(C)C2)CC1(C)C,x,27%,x,x,1%,-1,0%,-22%,x
CCOC(=O)c1c(NC(=S)NC)sc2c1CCCC2,-1%,11%,5%,-2%,0%,-15,-22%,3%,-1%
CCn1cc(C(=O)OCC(=O)Nc2ccc(C)c(Cl)c2)c(=O)c2ccc(C)nc21,1%,0%,-12%,x,-2%,8,-3%,-11%,-2%
COc1ccc(/C=N\NC(=O)c2ccc(-c3ccccc3)cc2)c(OC)c1OC,-7%,29%,-1%,8%,-6%,-12,-8%,-8%,-2%
Cc1ccc(C(=O)N/C(=C/c2ccc(-c3cc(C(F)(F)F)ccc3Cl)o2)C(=O)NCc2cccnc2)cc1,1%,-4%,30%,-5%,-2%,2,-20%,-5%,-16%
C/C(=N\NC(=O)CNC(=O)c1ccc(F)cc1)c1ccco1,u,-17%,1%,63%[activator],-4%,-10,-4%,-14%,-2%
O=C(c1ccncc1)N1CCC2(CCN(Cc3ccncc3)CC2)CC1,x,x,x,2%,-2%,x,x,-5%[60.1 µM],5%
COc1ccc(O)c(/C=N/Nc2nc(Nc3ccccc3)nc(-n3nc(C)cc3C)n2)c1,-15%,-16%,-2%,-6%,0%,4,-16%,-5%,-19%
O=C(CNC(=O)c1cccs1)OCC(=O)c1ccc(Br)cc1,u,-15%,-1%,1%,10%,-5,8%,6%,-3%
O=C(CNC(=O)c1cccc(Cl)c1)Nc1ccc(F)c(F)c1F,-9%,-29%,25%,4%,-5%,-9,-1%,-2%,-5%
CSc1ccc(CCNC(=O)c2cccc3c2C(=O)N(C2CCCCC2)C3)cc1,-17%,5%,u,-19%,-2%,-2,-11%,-15%,-12%
Cc1cc2nc(-c3ccc(SCC(=O)Nc4ccc(S(=O)(=O)N5CCCC5)cc4)nc3)[nH]c2cc1C,1%,u,0%,5%,-6%,-6,u,-19%,-24%
CC(NC(=O)COC(=O)c1ccccc1Nc1ccccc1)c1ccccc1 (stereo unspecified),270%[activator],23%,-4%,-6%,-7%,-7,-22%,-16%,0%
CCC(C)NCCCCOc1ccc(C)cc1[N+](=O)[O-] (stereo unspecified),-11%,8%,3%,0%,-2%,-17,-9%,0%,3%
Cc1ccc(S(=O)(=O)NCc2cn3ccsc3n2)c(C)c1,-2%,-7%,45%,0%,-1%,-6,-9%,-1%,-1%
O=C(Nc1cccc(-c2nc3ccccc3[nH]2)c1)c1ccccn1,-9%,36%[activator],-2%,33%,7%,2,-9%,0%,2%
N#CC1(c2ccccc2)CCCN1C(=O)c1ccccc1Cl (stereo unspecified),-21%,11%,26%,-2%,-3%,-7,-10%,-6%,-2%
Cc1cccc(OCCCC(=O)N2CCCCCC2)c1C,-21%,12%,15%,-2%,-1%,0,5%,0%,-4%
CC(On1c(-c2ccccc2)nc2ccc(Cl)cc21)C(=O)O (stereo unspecified),-6%,-6%,2%,10%,5%,-12,-2%,-9%,1%
CC(=O)n1cc([C@@H]2C=C(C(=O)NCc3ccccc3)O[C@H](OCc3ccc(CO)cc3)C2)c2ccccc21,-20%,u,0%,17%,2%,1,-10%,-4%,1%
CC[C@H](C)[C@H](NC(=O)c1ccc(Cl)cc1)C(=O)OCC(=O)c1c(N)n(C)c(=O)n(C)c1=O,x,12%,x,6%,-1%,1,-18%,-4%,x
Cc1ccccc1CCNC(=O)Cn1ccc2cc(S(=O)(=O)N3CCCC3)ccc21,0%,5%,76%,2%,0%,0,-6%,6%,-3%
COc1ccccc1C(=O)n1nc(-c2ccc(Cl)cc2)nc1N,-4%,0%,u,-6%,-1%,-4,-19%,-10%,-5%
COc1cccc(NC(=O)[C@H](CC(C)C)NC(=O)N2CCn3c2nc2ccccc23)c1,5%,-19%,-1%,-7%,7%,-15,-13%,-10%,-11%
CCOC(=O)C(=O)NNc1ccc(Cl)cc1,-5%,70%[activator],15%,1%,-4%,-1,-23%,-2%,-11%
Cc1cc(OC(C)C(=O)Nc2ccccc2C(=O)N2CCCC2)ccc1Cl (stereo unspecified),-16%,14%,-8%,26%,-4%,-2,-25%,-6%,-3%
COCCNC(=O)c1cc2c(-c3ccccc3F)nn(C)c2s1,-2%,40%[activator],3%,-3%,0%,-8,2%,-4%,-8%

# The list goes on (3 carried over from the part before).
SMILES,Apoferritin bind,POLI inh,Pol beta inh,APEX1 inh,Glioma ERSR ind,LDHA inh,POLH inh,POLK inh,BLM helicase inh
CCOC(=O)C(=O)NNc1ccc(Cl)cc1,-5%,70%[activator],15%,1%,-4%,-1,-23%,-2%,-11%
Cc1cc(OC(C)C(=O)Nc2ccccc2C(=O)N2CCCC2)ccc1Cl (stereo unspecified),-16%,14%,-8%,26%,-4%,-2,-25%,-6%,-3%
COCCNC(=O)c1cc2c(-c3ccccc3F)nn(C)c2s1,-2%,40%[activator],3%,-3%,0%,-8,2%,-4%,-8%
Cc1c(N2C(=O)/C(=C\C3CC=CCC3)SC2=S)c(=O)n(-c2ccccc2)n1C (stereo unspecified),-12%,96%[activator],-5%,-7%,u,1,-15%,-14%,-6%
O=C(c1ccco1)N1CCN(c2ncnc3c2[nH]c2ccc(Cl)cc23)CC1,3%,x,7%,-8%,x,x,x,x,2%
NC1CONC1=O (stereo unspecified),x,0%[58.9 µM],15%[57.1 µM],-3%&8%,-3%&-3%,x,-2%[57.1 µM],-6%&-14%[60.1 µM],-10%
COc1ccccc1N1CC(C(=O)Nc2nnc(SC)s2)CC1=O (stereo unspecified),-12%,9%,7%,u,-4%,-12,-7%,-11%,-5%
COc1ccc(C2/C(=C(/O)c3ccccc3)C(=O)C(=O)N2c2ccccn2)c(OC)c1 (stereo unspecified),-19%,10%,17%,u,-1%,0,-4%,-2%,1%
COc1ccc(CC(=O)OC(C)CN2CCOCC2)cc1 (stereo unspecified),-4%,-17%,4%,5%,-3%,-3,-19%,0%,-6%
Cc1ccc(C2CC(=O)N3CN(Cc4ccco4)CSC3=C2C#N)cc1 (stereo unspecified),-18%,u,5%,13%,-4%,27,-9%,-21%,-7%
Cc1nc2ccccc2c2oc(C(=O)NCc3ccc4c(c3)OCO4)cc12,-7%,-8%,u,-1%,-2%,2,3%,25%,-4%
Cc1ccc(NC(=O)CCC(=O)NNC(=O)c2ccccc2Cl)c(C)c1,-7%,93%[activator],2%,4%,4%,-5,-4%,-6%,-6%
Cc1cc(Cl)ccc1OCCCC(N)=O,-11%,5%,-1%,6%,3%,-5,8%,-5%,0%
CCN(c1cccc(C)c1)S(=O)(=O)c1cc2c3c(c1)CCC(=O)N3CCC2,x,-20%,x,24%,0%,-3,-12%,-10%,x
O=C(NCc1ccccn1)C1CCN(S(=O)(=O)c2cccs2)CC1,-18%,3%,4%,2%,-7%,2,0%,-6%,0%
O=C(CN1C(=O)/C(=C\c2ccccc2Cl)Sc2ccccc21)NCCCN1CCOCC1,-6%,-25%,16%,-6%,-1%,-3,-1%,-16%,2%
O=C(COc1ccccc1C(=O)c1cnn(-c2ccccc2)c1)Nc1ccc2ccccc2c1,7%,5%,-4%,0%,9%,-3,-11%,-5%,-8%
Cc1ccc(C2NC(=S)NC3=C2C(=O)CCC3)cc1 (stereo unspecified),-12%,58%[activator],-19%,-3%,-5%,-3,-11%,2%,-3%
c1ccc2c(c1)OCCOCCOCCOCCO2,-8%,x,x,-4%,0%,2,x,10%[60.1 µM],0%
CN(C)c1ccc(CNC(=O)CN2CCSc3ccc(S(=O)(=O)N(C)C)cc32)cc1,2%,1%,-1%,x,-3%,5,-5%,-5%[60.1 µM],1%
Cc1sc2nc(CSc3nnnn3-c3ccc(Cl)cc3)[nH]c(=O)c2c1C,0%,u,u,13%,-4%,-15,u,-4%,-12%
CCc1ccccc1N1CC(C(=O)Nc2nccs2)CC1=O (stereo unspecified),-6%,52%[activator],5%,-1%[12.4 µM],-3%,-1,-8%,-8%,2%
CCCC(=O)Nc1ccc(NC(=O)c2ccccc2Cl)nc1,-19%,0%,1%,-4%,2%,2,-5%,-15%,-3%
COc1ccc(C2/C(=C(\O)c3ccc4c(c3)OCCO4)C(=O)C(=O)N2CCCN(C)C)c(OC)c1 (stereo unspecified),u,u,28%,4%,4%,14,11%,-18%,1%
Cc1ccc(NC(=O)CN(C)C(=O)COC(=O)c2nc3nccc(C)n3n2)cc1,x,2%,x,-5%,3%,-7,0%,-6%,x
COc1ccc(NC(=O)COc2cccc3c2OC(C)(C)C3)cc1OC,x,33%[activator],x,-19%,-1%,-1,-19%,2%,x
CC(C)CCNC(=O)C(c1ccco1)N(CCCO)C(=O)Cn1nnc(-c2ccc(F)cc2)n1 (stereo unspecified),-9%,128%[activator],10%,-4%,-3%,-2,-18%,-1%,-5%
CC(NC(=O)Cn1cc([N+](=O)[O-])cn1)c1ccc(C(C)(C)C)cc1 (stereo unspecified),x,14%,x,x,-4%,4,-1%,3%,x
CC(C)Oc1ccc(CNC(=O)CCn2c(=O)c3cccn3c3ccc(F)cc32)cc1,-3%,1%,-22%,x,-3%,-5,-9%,-1%,0%
COC(=O)c1ccc(CSc2nnc(SCc3ccc(C(=O)OC)o3)s2)o1,u,u,1%,u,-4%,4,u,-14%,-4%

# An excerpt (hit frequency here may not be typical).
